# STAT1 blocker: STAT1 signaling inhibitors, primary screen, cell-based, HTS, luciferase reporter; NIH 3T3 STAT1-luciferase reporter, IFN-gamma, luminescence; inhibition, % at 5.5 µM; actives 0.35% (n = 200,000);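 active means inhibition above a set limit, the mean inhibition across all tested compounds plus 3 SD, cut at about 34% in these data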;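 further: 0% = IFN-gamma with DMSO and 100% = IFN-gamma with 300 µM nifuroxazide; values of inactives mirror those of a sister screen read the other way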
# APP transl inh: inhibitors of APP translation via 5'UTR reporter, primary screen, APP 5'UTR luciferase, SH-SY5Y cells; SH-SY5Y APP 5'UTR-luciferase reporter, luminescence; inhibition, % at 2 µM; actives 0.82% (n = 190,000); AID 1285, 2008;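 active means inhibition above a set limit, derived from the sample mean plus 3 SD, cut at about 45% in these data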; further: values of inactives mirror those of a sister screen read the other way
# STAT3 inh: IL-6 driven STAT3 reporter inhibitors, primary screen, U3A cells, luciferase, luminescence, MLSCN library; inhibition, % at 5.5 µM; actives 0.89% (n = 190,000); IL-6 STAT3-luciferase reporter; host cell line lacks STAT1; AID 862, 2007;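 active means inhibition above the mean inhibition across all screened compounds plus 3 SD, cut at about 44% in these data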;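 further: 0% = DMSO only wells and 100% = 100 µM nifuroxazide control wells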
# STAT3 activator: IL-6 driven STAT3 reporter potentiators, primary screen, U3A cells, luciferase, luminescence, MLSCN library | IL-6 STAT3-luciferase reporter; 100% = signal with IL-6 EC80 alone | actives 0.91% (n = 190,000) | activation (% of control), % at 5.6 µM;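 active means activation above the screen-wide mean of compound activation plus 3 SD, cut at about 130% in these data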;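 further: 0% = background luminescence of wells with medium and substrate only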
#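 Material: STAT3-luciferase reporter U3A cells. Controls: IL-6-treated wells, 100% activation. Read-out: % activation versus median of IL-6-stimulated wells. Probe or stimulus: IL-6 stimulus at 33 ng/mL final. Timing: compound 1 h, then IL-6 6 h at 37 °C. Signal: reporter luminescence signal.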
# FLuc stim CS: FLuc activators, initial screening, artefact control for FLuc-dependent activation tests, biochemical, ATPlite luminescence. Luciferin 4-monooxygenase (Photinus pyralis), P08659. ATPlite luciferase biochemical, 10 min; 0 = ATP-free wells, 1 = DMSO control. activation factor at 10 µM. 200,000 tested, under 10 active. AID 1027, 2008;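 active means luciferase activation factor, scaled between plate controls, of at least 2 with compound at 10 µM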
# Target sequence (P08659 whole entry, looked up): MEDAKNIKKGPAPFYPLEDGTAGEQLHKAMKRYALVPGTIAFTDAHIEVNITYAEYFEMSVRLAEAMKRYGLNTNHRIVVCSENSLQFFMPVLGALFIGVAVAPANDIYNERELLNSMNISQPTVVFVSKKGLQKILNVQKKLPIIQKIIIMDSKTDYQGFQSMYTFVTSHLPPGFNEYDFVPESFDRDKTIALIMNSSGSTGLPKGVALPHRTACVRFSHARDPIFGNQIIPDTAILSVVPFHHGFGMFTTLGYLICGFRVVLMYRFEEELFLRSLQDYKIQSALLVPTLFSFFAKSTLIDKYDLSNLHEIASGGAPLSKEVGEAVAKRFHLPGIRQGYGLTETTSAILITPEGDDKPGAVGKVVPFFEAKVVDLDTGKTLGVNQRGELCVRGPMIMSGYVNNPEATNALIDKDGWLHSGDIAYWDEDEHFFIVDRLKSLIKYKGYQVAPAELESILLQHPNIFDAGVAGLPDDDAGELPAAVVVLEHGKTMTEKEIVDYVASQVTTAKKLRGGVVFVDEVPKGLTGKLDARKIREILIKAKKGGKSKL
#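 Assay system: Luciferase/luciferin detection reagent, cell-free biochemical luciferase assay / Read-out: luciferase activation / Benchmarks: No-ATP low control, compound-free enzyme-plus-ATP high control / Medium: PBS buffer for ATP / Detection: luminescence measurement of luciferase light output / Schedule: 10 min at ambient temperature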
# APP 5'UTR act: activators of APP 5'UTR luciferase reporter, primary screen, SH-SY5Y cells | SH-SY5Y APP 5'UTR luciferase reporter, luminescence; zero percent = DMSO vehicle wells | activation, % at 2 µM | actives 1% (n = 190,000);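 active means activation above a set limit, based on mean plus 3 SD of controls, cut at about 140% in these data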; further: values of inactives mirror those of a sister screen read the other way
# NF-kB neuron act: activators of NF-kB expression in neurons, primary screen, cell-based, HTS; fold change at 12.5 µM; actives 1.6% (n = 190,000); human neuronal cells, NF-kB reporter expression; hits give high values; in the data active means fold change above about 3.3
# STAT1 activator: STAT1 signaling activators, primary screen, cell-based, HTS, luciferase reporter; activation (% of control), % at 5.5 µM; actives 2.6% (n = 200,000); NIH 3T3 STAT1-luciferase reporter, IFN-gamma, luminescence; 100% = IFN-gamma alone, no compound;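 active means activation above the screen-wide mean activation plus 3 SD, cut at about 130% in these data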;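 further: raw ratio to IFN-gamma control signal so 100% means no change and 0% no light; values of inactives mirror those of a sister screen read the other way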
# FLuc inh counter: firefly luciferase enzyme inhibitors, primary screen, artefact control for luciferase-based inhibitor screens, biochemical, luminescence, ATPLite; 10 min; inhibition, % at 10 µM; actives 1.5% (n = 200,000); AID 1006, 2008;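 active means inhibition above about 50% when tested at 10 µM, limit read from the data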
# ROMK primary: ROMK potassium channel modulators, primary screen, cell-based, thallium flux, MLSMR library | ATP-sensitive inward rectifier potassium channel 1 (Homo sapiens), P48048 | Tet-inducible ROMK, thallium flux fluorescence; actives lie on both sides | B-score at 10 µM | actives 2% (n = 130,000);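 active means signal ratio slope over the read window, or its plate-corrected B-score, at least 3 SD from the plate mean, either direction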;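 further: B-score of the F/F0 ratio slope over 7 to 12 s after thallium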
# Target sequence (P48048 whole entry, looked up): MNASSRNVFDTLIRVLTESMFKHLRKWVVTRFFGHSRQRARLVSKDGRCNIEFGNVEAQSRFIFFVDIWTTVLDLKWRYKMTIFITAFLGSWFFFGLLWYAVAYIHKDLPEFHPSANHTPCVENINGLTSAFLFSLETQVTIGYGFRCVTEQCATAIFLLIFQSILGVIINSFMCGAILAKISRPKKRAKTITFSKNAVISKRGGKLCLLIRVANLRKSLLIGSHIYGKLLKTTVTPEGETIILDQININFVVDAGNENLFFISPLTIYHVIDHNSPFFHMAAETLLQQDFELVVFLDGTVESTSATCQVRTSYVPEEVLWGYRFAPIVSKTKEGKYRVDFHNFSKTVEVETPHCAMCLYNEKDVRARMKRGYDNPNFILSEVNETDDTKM
# Active calls of the source: *; / = not tested or not shown.
SMILES,STAT1 blocker,APP transl inh,STAT3 inh,STAT3 activator,FLuc stim CS,APP 5'UTR act,NF-kB neuron act,STAT1 activator,FLuc inh counter,ROMK primary
CC1(C)Cc2nc3sc4c(SCC(=O)NC(c5ccccc5)c5ccccc5)ncnc4c3cc2CO1,7,-7,10,96,1,7,0.94,94,-1,-0.17
COCCCN1C(=O)c2ccc(C(=O)Nc3cccc(OC)c3)cc2C1=O,-27,-1,-6,109,0.6,1,1.1,125,44,/
Cc1ccc(C)c(S(=O)(=O)N/N=C/c2ccc(N(C)C)cc2)c1,6,14,6,105,1,-14,0.94,94,-5,0.089
CC(C)=CCN1CCN(Cc2ccc(Sc3nncn3C)o2)CC1CCO (configuration not stated),-9,-7,-6,109,1,7,1.2,106,-3,0.57
CCN(Cc1ccccc1)c1ccc(/C=N/NC(=O)c2cccc(S(=O)(=O)N3CCOCC3)c2)cc1,16,13,20,82,1.1,-13,1.1,86,-6,-1.6
COc1ccc(N=C2SC(C(=O)Nc3ccc(OC)cc3)CC(=O)N2CCN2CCOCC2)cc1 (configuration not stated),7,30,25,82,1,-30,0.95,94,-3,0.17
CC1CCC/C(=C\Nc2ccc3c(c2)OCO3)C1=O (configuration not stated),-36,0,-15,117,0.8,0,1,133*,20,/
CC(C)(C)c1nc[nH]c(=O)c1Br,-1,-4,3,97,1,4,1.1,100,-3,/
Cc1cccnc1Nc1nc(-c2ccc(O)c(O)c2)cs1,-32,-39,14,88,1,39,3.6*,130*,3,-0.79
NC(=O)Cc1ccc2sc(-c3ccccc3)nc2c1,-89,-140,13,89,0.3,140*,6.9*,180*,65*,-0.94
CN(C)S(=O)(=O)c1ccc(NC(=O)COC(=O)C2CC3CCCC(C2)C3=O)cc1 (configuration not stated),4,-13,-4,103,1,13,1.3,97,-5,0.0069
COC(=O)C1(Cc2ccccc2)NC(c2ccccc2C)C2C(=O)N(c3ccc4c(c3)OCO4)C(=O)C21 (configuration not stated),-4,-23,-3,105,1,23,0.91,105,0,/
CS(=O)(=O)Nc1ccc(C(=O)NC2CCCC2)cc1,6,8,-3,103,1.2,-8,1.1,95,-16,/
S=C(NCCCN1CCOCC1)NCCCN1CCOCC1,14,-14,0,98,1,14,0.98,87,-2,-0.048
COc1ccc(CCN2C(=O)c3[nH]nc(-c4ccccc4O)c3C2c2cccc(Cl)c2)cc1 (configuration not stated),8,8,9,96,1,-8,0.93,92,-3,/
CC(C)C(=O)Nc1oc(-c2ccccc2)cc1C#N,-3,-36,15,97,1,36,1,102,-4,-0.057
CCOC(=O)N(C)OC(=O)Nc1ccc(Cl)c(Cl)c1,2,-17,8,96,1.1,17,1,98,-5,/
N#CC1=C(N)N(c2ncn[nH]2)C2=C(C(=O)CCC2)C1c1ccccc1 (configuration not stated),-3,-22,-3,108,1,22,1.1,102,-1,0.76
Brc1cccc(-c2nnco2)c1,6,-10,1,102,1,10,1.1,95,-5,/
CC(=O)NC1CCN(CC(=O)Nc2cccc([N+](=O)[O-])c2)CC1,-12,-22,-1,102,1.1,21,1.1,109,-8,0.86
CS(=O)(=O)N(Cc1ccccc1)c1ccc(C(=O)N2CCOCC2)cc1,-3,-5,-1,104,1.1,5,1.1,104,-6,/
COc1ccc(CCC(=O)Nc2ccc(Br)cn2)cc1,-3,-12,8,97,1,12,1.2,104,-2,/
CN(C)S(=O)(=O)c1ccc(C(=O)NCc2ccco2)cc1,-6,-5,0,103,1,5,0.95,104,1,0.3
Cc1cccc(-c2n[nH]c(=S)n2Cc2ccccc2)c1,3,-11,-13,111,1,11,1.1,97,3,0.027
CC(C)CNC(=O)c1cccc(NC(=O)c2ccc(NC(=O)c3ccco3)cc2)c1,1,-5,13,93,1,5,1.2,99,-1,1.4

# Records listed above shown as hits in APP 5'UTR act:
canonical_smiles	STAT1 blocker	APP transl inh	STAT3 activator	FLuc stim CS	APP 5'UTR act	NF-kB neuron act	STAT1 activator	ROMK primary
NC(=O)Cc1ccc2sc(-c3ccccc3)nc2c1	-89	-140	89	0.3	140*	6.9*	180*	-0.94

# (next part)
SMILES,STAT1 blocker,APP transl inh,STAT3 inh,STAT3 activator,FLuc stim CS,APP 5'UTR act,NF-kB neuron act,STAT1 activator,FLuc inh counter,ROMK primary
Cn1cc(CC(=O)NCCCN2CCCC2=O)c2ccccc21,/,0,/,/,1.1,0,1.4,/,-7,/
CC(C)CC(=O)NC(NCC1CCCO1)C(Cl)(Cl)Cl (configuration not stated),4,0,4,101,1,0,1.1,96,-5,/
COc1cccc(C2[C@H](C)C3(CCN2C)OCCO3)c1 (some centres not stated),-5,-15,1,101,1,15,1.1,104,-3,/
O=C(OCc1cnc(Cl)s1)c1cccc(Cl)c1Cl,-4,-8,16,89,1.1,8,1.2,104,-6,/
CCc1ccccc1NC(=O)CSc1nnc(-c2ccncc2)o1,1,-9,6,97,1.1,9,1.4,99,-5,-0.32
O=C(C1Cc2ccccc2CN1S(=O)(=O)c1cccs1)N1CCCCCC1 (configuration not stated),-4,-15,-4,107,1.1,15,0.94,103,-6,/
CSc1ccc(S(=O)(=O)Nc2ccc(N3CCOCC3)c(Cl)c2)cc1,13,0,24,81,1.1,0,1.1,88,-5,/
CCOC(=O)C(NC(=O)c1ccc(F)cc1)(Nc1sc2c(c1C(N)=O)CCC2)C(F)(F)F (configuration not stated),14,0,-3,101,1.1,0,1.3,87,-8,0.68
O=C(c1cc(S(=O)(=O)N2CCCCC2)ccc1F)N1CCCCC1,6,-9,9,101,1,9,1.1,94,-4,/
O=C(O)c1ccccc1S(=O)CCO (configuration not stated),4,13,4,102,1,-13,1.1,97,0,-0.44
CC(Oc1ccc(Br)cc1)C(=O)N1CCc2ccccc21 (configuration not stated),0,2,4,97,1,-2,0.99,97,-3,0.41
CN1C(=O)c2ccc(NC(=S)NC(=O)C(C)(C)C)cc2C1=O,1,-10,-17,110,1,9,1.2,99,-2,/
O=C(O/N=C(\c1ccccc1)c1ccccn1)c1ccc(Cl)c(Cl)c1,-7,-2,6,101,1.1,2,1.5,106,-8,/
CC1NC(=O)NC1CCCCC(=O)O (configuration not stated),-8,2,3,101,1.1,-2,1.3,106,-9,/
CCOC(=O)C(C)(C)NS(=O)(=O)c1ccc(Cl)c([N+](=O)[O-])c1,2,3,-13,107,1,-3,0.91,98,4,/
Nc1nc2c(s1)CCc1c-2cnn1-c1ccccc1,-60,-138,6,98,0.5,138*,3.4*,155*,48,-1.8
NCCCC[C@H]1CNC(=S)N1CCc1cccc(F)c1,-4,-1,/,/,1.1,1,0.94,105,-7,/
CCOC(=O)CN1C(=O)C(=O)c2cccc(C)c21,-8,9,4,101,1,-9,1,107,1,/
O=C(COC(=O)CNC(=O)c1ccc(Br)cc1)NCCC1=CCCCC1,-6,12,4,99,1,-12,1.1,105,-2,0.25
CN1CC(c2ccc(Cl)c(Cl)c2)[C@@]2(COc3ccccc3C2=O)[C@@]12C(=O)Nc1ccccc12 (some centres not stated),3,/,4,101,1,/,0.71,97,-2,/

# Another view of 13 compounds above:
smiles | STAT1 blocker | APP transl inh | STAT3 inh | STAT3 activator | FLuc stim CS | APP 5'UTR act | NF-kB neuron act | STAT1 activator | FLuc inh counter | ROMK primary
CCc1ccccc1NC(=O)CSc1nnc(-c2ccncc2)o1 | 1 | -9 | 6 | 97 | 1.1 | 9 | 1.4 | 99 | -5 | -0.32
O=C(C1Cc2ccccc2CN1S(=O)(=O)c1cccs1)N1CCCCCC1 (configuration not stated) | -4 | -15 | -4 | 107 | 1.1 | 15 | 0.94 | 103 | -6 | /
CSc1ccc(S(=O)(=O)Nc2ccc(N3CCOCC3)c(Cl)c2)cc1 | 13 | 0 | 24 | 81 | 1.1 | 0 | 1.1 | 88 | -5 | /
CCOC(=O)C(NC(=O)c1ccc(F)cc1)(Nc1sc2c(c1C(N)=O)CCC2)C(F)(F)F (configuration not stated) | 14 | 0 | -3 | 101 | 1.1 | 0 | 1.3 | 87 | -8 | 0.68
O=C(c1cc(S(=O)(=O)N2CCCCC2)ccc1F)N1CCCCC1 | 6 | -9 | 9 | 101 | 1 | 9 | 1.1 | 94 | -4 | /
O=C(O)c1ccccc1S(=O)CCO (configuration not stated) | 4 | 13 | 4 | 102 | 1 | -13 | 1.1 | 97 | 0 | -0.44
CC(Oc1ccc(Br)cc1)C(=O)N1CCc2ccccc21 (configuration not stated) | 0 | 2 | 4 | 97 | 1 | -2 | 0.99 | 97 | -3 | 0.41
CN1C(=O)c2ccc(NC(=S)NC(=O)C(C)(C)C)cc2C1=O | 1 | -10 | -17 | 110 | 1 | 9 | 1.2 | 99 | -2 | /
O=C(O/N=C(\c1ccccc1)c1ccccn1)c1ccc(Cl)c(Cl)c1 | -7 | -2 | 6 | 101 | 1.1 | 2 | 1.5 | 106 | -8 | /
CC1NC(=O)NC1CCCCC(=O)O (configuration not stated) | -8 | 2 | 3 | 101 | 1.1 | -2 | 1.3 | 106 | -9 | /
CCOC(=O)C(C)(C)NS(=O)(=O)c1ccc(Cl)c([N+](=O)[O-])c1 | 2 | 3 | -13 | 107 | 1 | -3 | 0.91 | 98 | 4 | /
Nc1nc2c(s1)CCc1c-2cnn1-c1ccccc1 | -60 | -138 | 6 | 98 | 0.5 | 138* | 3.4* | 155* | 48 | -1.8
NCCCC[C@H]1CNC(=S)N1CCc1cccc(F)c1 | -4 | -1 | / | / | 1.1 | 1 | 0.94 | 105 | -7 | /

# Source: PubChem BioAssay (several laboratories)
